Screens deposited in PubChem BioAssay by several laboratories.
Exocytosis inh – LAMP-1 surface exposure blockers, TALL-104 cells – cell-based, flow cytometry, MLPCN library, primary screen. TALL-104 LAMP-1 surface exposure; cells stimulated with thapsigargin and PMA. inhibition, % at 10 µM. actives 0.66% (n = 360,000). AID 651702, 2012;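 active = inhibition above about 55%, limit read from the data; inconclusive = no clear call, values can overlap the other calls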
MC4R antag cAMP – MC4R antagonists of cAMP signaling, primary screen, cell-based, TR-FRET, antagonist arm of biased-ligand search; MC4R-expressing cells, MTII-stimulated cAMP, LANCE TR-FRET; AID 540295, 2011; Melanocortin receptor 4 (Homo sapiens), P32245; actives 0.48% (n = 360,000); inhibition, % at 6.5 µM;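 active = inhibition above its plate's cutoff, the mean of tested wells on that plate plus 3 SD, cut at about 29% in these data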;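 note: 0% = Melanotan II alone and 100% = Melanotan II plus saturating MCL0020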
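Assay system: U2OS cells stably expressing human melanocortin 4 receptor (MC4R) / Dosing: 6.5 µM / Timing: compound 30 min, challenge 1 h, detection 1 h / Measured by: Eu-cAMP/anti-cAMP TR-FRET, emission 671 nm / Replicates: singlicate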
N-glyco inh – increase of ERlucT glycosylation luciferase signal, primary screen, N-linked glycosylation inhibitor project, D54 ERlucT cells, luminescence, set 2; D54 ERlucT glycosylation luciferase reporter, 24 h; percent of 100 nM tunicamycin response; reporter increase, % at 12.5 µM; actives 0.23% (n = 360,000);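 active = mean luciferase reporter signal, scaled so untreated is 0 and the glycosylation-blocking control 100, at or above a set limit in every replicate; inconclusive = mean reaches the limit but not every replicate does; inactive = mean below the limit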;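 note: luciferase carries N-glycosylation sites so blocking glycosylation raises the light; 0% = median of neutral control wells and 100% = median of 100 nM tunicamycin wells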
Vif inh – HIV Vif self-association inhibitors, primary screen, imaging, HEK293T, single point; HEK293T cells, Vif self-association by quenched fluorescence, 24 h; inhibition, % at 7.49 µM; actives 0.35% (n = 340,000); AID 602346, 2012; in the data active = inhibition above about 50%, passing the limit was not always enough; inconclusive = no clear call, values can overlap the other calls; inactive = below about 31%; note: some results filed as inactive read as strong as hits
ABCB6 inh MLPCN – ABCB6 transporter inhibitors, primary screen, K562-ABCB6 cells, flow cytometry, MLPCN library; ATP-binding cassette sub-family B member 6 (Homo sapiens), Q9NP58; K562-ABCB6 porphyrin accumulation, 1 h; hits give low values; fluorescence ratio to DMSO, % at 10 µM; actives 0.19% (n = 360,000);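 active = fluorescence ratio to DMSO below 75%, the collection mean minus 3 SD; inconclusive = too few cells collected in the well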;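 note: signal is porphyrin accumulated inside mitochondria; 100% equals median channel fluorescence of DMSO control wells; lower ratio means ABCB6 inhibition with less porphyrin fluorescence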
Target sequence (Q9NP58 whole entry, looked up): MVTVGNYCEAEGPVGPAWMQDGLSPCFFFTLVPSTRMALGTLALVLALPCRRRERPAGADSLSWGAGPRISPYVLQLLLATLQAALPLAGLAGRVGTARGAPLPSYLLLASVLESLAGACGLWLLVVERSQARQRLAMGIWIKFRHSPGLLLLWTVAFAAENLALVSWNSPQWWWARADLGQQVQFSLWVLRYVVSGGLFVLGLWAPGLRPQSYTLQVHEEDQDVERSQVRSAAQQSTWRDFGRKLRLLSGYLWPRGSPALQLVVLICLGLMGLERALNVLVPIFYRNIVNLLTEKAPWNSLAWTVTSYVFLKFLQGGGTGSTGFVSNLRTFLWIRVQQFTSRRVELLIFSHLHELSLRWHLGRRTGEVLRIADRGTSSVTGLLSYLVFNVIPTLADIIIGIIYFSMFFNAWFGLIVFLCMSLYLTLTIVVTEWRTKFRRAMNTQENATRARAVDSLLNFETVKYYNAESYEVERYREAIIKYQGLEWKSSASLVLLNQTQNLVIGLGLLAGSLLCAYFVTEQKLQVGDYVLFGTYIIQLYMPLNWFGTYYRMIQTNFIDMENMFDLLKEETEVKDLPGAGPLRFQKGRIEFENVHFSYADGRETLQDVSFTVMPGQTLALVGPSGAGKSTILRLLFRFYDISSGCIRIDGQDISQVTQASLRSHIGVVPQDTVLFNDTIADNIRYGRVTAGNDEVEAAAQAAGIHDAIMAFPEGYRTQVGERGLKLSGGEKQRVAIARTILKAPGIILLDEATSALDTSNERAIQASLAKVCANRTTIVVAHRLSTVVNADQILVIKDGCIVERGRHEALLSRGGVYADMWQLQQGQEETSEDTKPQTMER
aDG glyco up – activators of alpha-DG glycosylation, primary screen, uHTS, Pro5-aDG cells, AlphaScreen. actives 0.22% (n = 360,000). activation, % at 10 µM. alpha-DG glycosylation AlphaScreen (IIH6); 0% Pro5, 100% B10-LARGE cell signal;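 active = activation of at least 8% versus controls, or a plate z-score of at least 8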;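 note: Pro5 are CHO cells carrying HIG-tagged alpha-DG that lacks glycosylation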
MC4R barr agon – MC4R agonists recruiting beta-arrestin, primary screen, cell-based, luminescence, agonist arm of biased-ligand search. U2OS MC4R beta-arrestin complementation; percent of melanotan II response, DMSO zero. actives 0.98% (n = 360,000). AID 540308, 2011. activation, % at 8.9 µM;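 active = activation above a per-plate cutoff, the mean activation of sample wells on that plate plus 3 SD, cut at about 8% in these data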
NOD2 RIPK2 PPI – NOD2-RIPK2 binding disruptors in cells, primary screen, fluorescence, CHO cells, BLA complementation. actives 0.38% (n = 360,000). inhibition, % at 4.98 µM. AID 624267, 2012. CCF4 ratio. Receptor-interacting serine/threonine-protein kinase 2 (Homo sapiens), O43353; in the data active = inhibition above about 21%;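 note: 0% = vehicle only and 100% = reference blocker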
ABHD5 PLIN5 PPI – ABHD5-PLIN5 interaction inhibitors, primary screen, cell lysate, split luciferase complementation, luminescence; inhibition, % at 4 µM; Perilipin-5 (Homo sapiens) + 1-acylglycerol-3-phosphate O-acyltransferase ABHD5 (Homo …; actives 0.78% (n = 360,000); AID 602281, 2012; Split G. princeps luciferase complementation, 4 h;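 active = inhibition above the mean inhibition across every tested compound plus 3 SD, cut at about 22% in these data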;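 note: 0% = DMSO only wells and the 100% control is not disclosed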
TLR9-MyD88 block – inhibitors of TLR9-MyD88 association in cells, primary screen, cell-based, CHO, BLA complementation, fluorescence | CCF4 FRET ratio | inhibition, % at 4.98 µM | actives 0.21% (n = 340,000) | AID 504734, 2011;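 active = inhibition above the mean over all tested compounds plus 3 SD, cut at about 21% in these data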;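 note: 0% = DMSO only wells and 100% = clavulanate BLA inhibitor control wells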
Numbers without * were called inactive; u = inconclusive; x = not tested or not shown; & = joins results of further samples.

The opening 11 records, ahead of the listing:
Order of values: Exocytosis inh	MC4R antag cAMP	N-glyco inh	Vif inh	ABCB6 inh MLPCN	aDG glyco up	MC4R barr agon	NOD2 RIPK2 PPI	ABHD5 PLIN5 PPI	TLR9-MyD88 block
> COc1ccc([N+](=O)[O-])cc1NC(=O)/C=C/C(=O)O
    0	6	2	3	100	-0.5	-1.3	4	5	-7
> CCSc1nc2c(c(=O)[nH]c(=O)n2C)n1C/C=C(/C)Cl
    u	-5	0	-8	105	0.1	0.8	-5	13	4
> CCc1ccc(-c2cc(C(=O)N/N=C/c3ccco3)[nH]n2)cc1
    -2	1	1	-6	92	-0.1	-0.4	-1	-10	-1
> CCOc1cc(/C=C(/C#N)c2nc3ccccc3[nH]2)ccc1Oc1ccc([N+](=O)[O-])cn1
    -2	-5	0	11	97	-0.3	3.0	9	-5	-10
> Cn1cccc1/C=N/NC(=O)Cn1cnc2ccccc21
    -3	-1	4	-1	89	-0.1	-0.8	-6	4	-5
> CCc1cc2cc(C)c(C)cc2nc1SCC(=O)Nc1cc(C)on1
    -2	11	-4	18	94	-0.3	1.1	-3	-6	-6
> CCC(=O)N(Cc1cc2ccccc2[nH]c1=O)c1ccccc1OC
    -8	15	0	21	100	0.2	0.1	-3	1	-6
> CCC(c1nnnn1CCc1ccccc1)N(Cc1ccco1)Cc1cc2cccc(C)c2[nH]c1=O (configuration not stated)
    13	7	-3	-4	100	0.3	2.0	1	-2	-9
> Cn1c(SCC(=O)Nc2ccccc2)nc2ccccc2c1=O
    -7	4	-2	-5	92	0.3	1.1	-6	-1	-5
> CC1(C(=O)NS(=O)(=O)c2ccc(F)cc2F)CCN1C(=O)Cc1ccccc1Cl (configuration not stated)
    -6	2	2	-1	92	-0.3	-2.4	10	0	x
> O=C(Nc1ccc(Cl)cc1)C(c1ccccc1)N(CCO)CCO (configuration not stated)
    -2	16	-2	11	94	-0.2	-1.6	-1	5	1

This part in full, previewed entries included:
Order of values: Exocytosis inh	MC4R antag cAMP	N-glyco inh	Vif inh	ABCB6 inh MLPCN	aDG glyco up	MC4R barr agon	NOD2 RIPK2 PPI	ABHD5 PLIN5 PPI	TLR9-MyD88 block
> COc1ccc([N+](=O)[O-])cc1NC(=O)/C=C/C(=O)O
    0	6	2	3	100	-0.5	-1.3	4	5	-7
> CCSc1nc2c(c(=O)[nH]c(=O)n2C)n1C/C=C(/C)Cl
    u	-5	0	-8	105	0.1	0.8	-5	13	4
> CCc1ccc(-c2cc(C(=O)N/N=C/c3ccco3)[nH]n2)cc1
    -2	1	1	-6	92	-0.1	-0.4	-1	-10	-1
> CCOc1cc(/C=C(/C#N)c2nc3ccccc3[nH]2)ccc1Oc1ccc([N+](=O)[O-])cn1
    -2	-5	0	11	97	-0.3	3.0	9	-5	-10
> Cn1cccc1/C=N/NC(=O)Cn1cnc2ccccc21
    -3	-1	4	-1	89	-0.1	-0.8	-6	4	-5
> CCc1cc2cc(C)c(C)cc2nc1SCC(=O)Nc1cc(C)on1
    -2	11	-4	18	94	-0.3	1.1	-3	-6	-6
> CCC(=O)N(Cc1cc2ccccc2[nH]c1=O)c1ccccc1OC
    -8	15	0	21	100	0.2	0.1	-3	1	-6
> CCC(c1nnnn1CCc1ccccc1)N(Cc1ccco1)Cc1cc2cccc(C)c2[nH]c1=O (configuration not stated)
    13	7	-3	-4	100	0.3	2.0	1	-2	-9
> Cn1c(SCC(=O)Nc2ccccc2)nc2ccccc2c1=O
    -7	4	-2	-5	92	0.3	1.1	-6	-1	-5
> CC1(C(=O)NS(=O)(=O)c2ccc(F)cc2F)CCN1C(=O)Cc1ccccc1Cl (configuration not stated)
    -6	2	2	-1	92	-0.3	-2.4	10	0	x
> O=C(Nc1ccc(Cl)cc1)C(c1ccccc1)N(CCO)CCO (configuration not stated)
    -2	16	-2	11	94	-0.2	-1.6	-1	5	1
> COc1cccc(NC(=O)CCc2ccccc2)c1
    -7	8	-1	-2	97	0.0	1.9	-8	-28	-5
> CC(C)C(NC(=O)c1c(F)cccc1F)C(=O)NCCc1ccc(S(N)(=O)=O)cc1 (configuration not stated)
    -3	5	3	12	103	-0.2	-1.4	-4	-1	4
> O=C(CSc1nnnn1-c1ccccc1Cl)Nc1ccc2c(c1)OCCO2
    1	3	-6	11	95	0.0	-2.5	-13	-4	4
> CCC(c1nnc(SCC(=O)N2CC3(C)CC2CC(C)(C)C3)o1)N(C)C (configuration not stated)
    2	1	0	-2	100	-0.1	-1.5	-7	0	4
> COc1cc(/C=N/NC(=S)NC2CC3C=CC2C3)cc(OC)c1OC (configuration not stated)
    -12	8	-4	-2	93	0.3	1.8	-9	-4	x
> O=C(NCCC(=O)N1CCN(c2ncccn2)CC1)c1ccccc1Cl
    -2	2	0	0	104	0.2	-0.8	-18	1	-1
> Cc1ccc(-n2nnnc2SCC(=O)Nc2ccccc2-c2ccccc2)cc1C
    10	2	-2	-1	83	0.4	-1.2	-1	-5	-4
> Fc1ccc(CNCC2CCCO2)cc1 (configuration not stated)
    -14	-4	-2	-3	100	-0.1	-0.3	3	-1	3
> Cc1c(NC(=O)CSCc2ccccc2)cccc1C(=O)O
    0	3	2	-4	100	-0.2	-0.7	-5	-2	3
> NC(=O)Nc1ccc2c(c1)OCCO2
    -1	2	2	-1	95	0.2	-1.1	-6	3	7
> COc1ccccc1N1CSC2=C(C#N)C(c3ccc(SC)cc3)CC(=O)N2C1 (configuration not stated)
    1	13	0	-9	97	0.2	0.2	-5	-25	-4
> CC[C@@H]1C=C(C(=O)O)[C@H](c2ccc(Br)cc2)N1S(=O)(=O)c1ccc(C)cc1
    -5	-1	0	-4	100	-0.1	-1.5	-8	-2	-8
> CC(NC(=O)C1CCN(S(=O)(=O)N2CCC3(CC2)OCCO3)CC1)c1ccccc1 (configuration not stated)
    -2	13	0	-4	99	0.2	-0.6	-12	-7	6
> CCCCC(C(=O)NC1CCCC1)N(C(=O)c1snc(C(N)=O)c1N)c1ccc(F)cc1 (configuration not stated)
    -2	9	-5	-16	98	0.3	-0.5	4	2	-3
> O=C(NCC1CCCO1)c1ccccc1-c1nc(-c2ccccc2)no1 (configuration not stated)
    -2	3	1	-2	89	-0.2	-0.3	-9	4	5
> O=C1NC(=Nc2ccccc2Cl)S/C1=C\c1cccc([N+](=O)[O-])c1O
    4	8	1	0	103	-0.2	-2.8	5	6	10
> Cc1nc2sccn2c(=O)c1S(=O)(=O)Nc1ccc(N2CCOCC2)cc1
    0	5	0	-2	101	-0.4	-1.2	-3	-3	x
> CNC(=O)C1C2C=CC3(O2)C1C(=O)N(C1CC1)C3C(=O)NCc1ccc(OC)cc1 (configuration not stated)
    3	2	1	7	89	-0.1	-3.2	-1	2	6
> CC1CCCCN1S(=O)(=O)c1ccc(C(=O)Nc2nnc(-c3cccs3)o2)cc1 (configuration not stated)
    -1	-5	6	-8	104	2.2	-1.1	-10	-3	-6

(next part)
Order of values: Exocytosis inh	MC4R antag cAMP	N-glyco inh	Vif inh	ABCB6 inh MLPCN	aDG glyco up	MC4R barr agon	NOD2 RIPK2 PPI	ABHD5 PLIN5 PPI	TLR9-MyD88 block
> Cc1ccc(CNC(=O)c2cc(-c3cc(C)cc(C)c3O)n[nH]2)cc1
    -9	3	-1	6	89	-0.1	5.5	-14	-5	2
> COc1ccc(S(=O)(=O)N(C)C[C@H]2Oc3c(NC(=O)C4CC4)cccc3C(=O)N([C@H](C)CO)C[C@@H]2C)cc1
    1	-5	3	-9	96	0.2	-1.5	9	-1	1
> COCC(=O)N(C)C[C@@H]1Oc2cc(-c3ccc(F)cc3)ccc2S(=O)(=O)N([C@H](C)CO)C[C@H]1C
    -5	5	2	-7	101	-0.1	-1.1	-4	8	5
> N#Cc1c(NC(=O)C2CC(Cl)=CCC2C(=O)O)sc2c1CCCCC2 (configuration not stated)
    2	10	-2	0	102	-0.4	1.7	-8	-11	1
> CCN(CC)C(=O)CSc1nc(O)cc(=O)n1C
    -5	0	1	8	99	0.0	-2.1	-10	4	-3
> O=C(OCC(=O)N1CCCCC1)c1cc(=O)[nH]c2ccccc12
    -3	-5	-1	x	97	0.0	-0.8	5	17	3
> Cc1nc2ccccn2c1/C(O)=C1\C(=O)C(=O)N(CCN(C)C)C1c1ccco1 (configuration not stated)
    2	-25	1	x	101	-0.1	-2.5	-2	0	7
> Cc1c(NC(=O)c2ccc(Cl)c(S(=O)(=O)N3CCCCC3)c2)c(=O)n(-c2ccccc2)n1C
    -12	5	0	5	103	-0.3	-2.4	5	-2	-4
> CN(C)c1nc(N2CCN(c3ccccc3)CC2)c(C#N)c(=O)o1
    -1	1	-1	0	102	-0.2	-2.0	5	-4	5
> CC(C)OC(=O)c1nnc(-c2ccccc2)nc1OC(C)C
    -6	14	-1	6	85	0.1	-0.6	-4	3	-2
> O=C(Nc1nc(-c2ccc(S(=O)(=O)N3CCOCC3)cc2)cs1)c1ccccc1
    -1&2	10&12	-2&-3	-10&-1	96&92	-0.1&1.3	-1.5&0.3	-3&-1	3&-1	-3&3
> C=CCn1c(=NC(=O)c2ccco2)sc2cc(C(=O)OC)ccc21
    1	-1	-1	-1	99	0.4	2.7	0	7	8
> COc1ccc(-c2cnc3cccnn23)cn1
    -1	-25	-2	5	97	0.2	-0.5	5	1	x
> CCn1cnc2c1c(=O)[nH]c(=O)n2Cc1ccccc1
    -3	10	6	-9	100	-0.2	-0.1	0	8	-4
> CCN(CC)C(=O)CSc1nc2ccccc2c(=O)n1OC(C)C
    2	-9	-2	11	104	0.0	2.4	-15	24*	-3

Some of the compounds tested, so the mix of outcomes need not match the whole.
